VP16 counter = inhibits Gal4-VP16 luciferase reporter, ROR gamma counter-screen | Potency, µM (series often up to 53.6 µM), for inactives: at the top dose activity, negative = inhibition, most hits filed as inhibitors | AID 2546 | actives 3.5% (n = 310,000) | Drosophila S2 Gal4-VP16 UAS-luciferase, luminescence, 20 h;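 note: Gal4-VP16 expression switched on by copper sulfate through the metallothionein promoter; potency is the fitted concentration of half-maximal effect; % is set by controls: 0 for no effect and ±100 for the full control effect; nearly all actives have a fitted effect of over 50% in size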
uPA generation = inhibitors of cell surface uPA generation; cell surface uPA generation assay, qHTS; Potency, µM (titrated, usually from 38.3 µM), for inactives: at the highest dose activity change, negative = inhibition, most hits filed as inhibitors; actives 0.31% (n = 330,000); AID 540303; active = well fitted inhibition curve with a large enough effect; inconclusive = small, poorly fitted or top-dose-only effect; inactive = no such curve, though single readings can be large or run the other way; tested in mouse RAW 264.7 cells; note: potency is the fitted concentration of half-maximal effect; % is set by controls: 0 for no effect and ±100 for the full control effect; nearly all actives have a fitted effect of over 55% in size
Rab9 prom act = Rab9 promoter activation; Huh7 Rab9 promoter-luciferase reporter, luminescence, 24 h; Potency, µM (series often up to 9.22 µM), without a hit: at the highest dose activation, negative = inhibition, hits mostly activators; actives 2.8% (n = 320,000); AID 485297; note: potency is the fitted concentration of half-maximal effect; % of control where 0% means no effect; nearly all actives have a fitted effect of over 60% in size
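Stable Rab9-luc Huh7, 1500 cells/well, 2 h settle; cmpd in DMSO, 24 h, 37 °C/5% CO2; luciferase reagent 10 min RT; luminescence.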
RORgamma inh = blocks mouse ROR gamma transcriptional activity | Potency, µM (series often up to 53.6 µM), for inactives: top-dose activity change, negative = inhibition, hits mostly inhibitors | actives 5.4% (n = 310,000) | P51450 | Drosophila S2 Gal4-RORgamma UAS-luciferase reporter, 20 h | AID 2551; note: potency is the fitted concentration of half-maximal effect; % is set by controls: 0 for no effect and ±100 for the full control effect; nearly all actives have a fitted effect of over 60% in size
Target sequence (P51450 whole entry, looked up, the tested form may be a part): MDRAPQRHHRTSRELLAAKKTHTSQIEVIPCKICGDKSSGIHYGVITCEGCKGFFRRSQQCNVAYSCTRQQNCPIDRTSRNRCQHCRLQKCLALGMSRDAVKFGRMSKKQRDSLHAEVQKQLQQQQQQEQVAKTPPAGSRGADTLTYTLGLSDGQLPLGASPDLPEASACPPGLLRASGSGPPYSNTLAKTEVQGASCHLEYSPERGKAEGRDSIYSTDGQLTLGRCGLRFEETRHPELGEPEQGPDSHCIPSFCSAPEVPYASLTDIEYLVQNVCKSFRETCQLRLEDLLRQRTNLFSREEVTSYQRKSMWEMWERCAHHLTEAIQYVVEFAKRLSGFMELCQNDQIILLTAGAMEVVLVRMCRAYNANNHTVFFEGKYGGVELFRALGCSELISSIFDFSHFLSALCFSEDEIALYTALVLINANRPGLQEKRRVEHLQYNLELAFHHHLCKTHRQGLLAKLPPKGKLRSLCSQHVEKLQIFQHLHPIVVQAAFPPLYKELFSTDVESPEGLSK
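Drosophila Schneider cells stably carrying a metallothionein-driven Gal4 DBD–ROR gamma fusion and a UAS-Photinus luciferase reporter were exposed to compound for 1 hr, then induced with copper sulfate (700 uM final) for 20 hr at ambient temperature before luminescence reading.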
ELG1 genotox = genotoxicity induction in ELG1-luciferase HEK293T cells | HEK293T ELG1-luciferase reporter, luminescence, 16 h | actives 1.3% (n = 330,000) | Potency, µM (highest dose often 46 µM), inactives show top-dose activity change, positive = activation, usual class: activators | AID 504466; note: potency is the fitted concentration of half-maximal effect; % of control where 0% means no effect; nearly all actives have a fitted effect of over 60% in size
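Quantitative HTS format in 1536-well plates. HEK293T ELG1-luciferase reporter cells receive test compound and are incubated 16 hr at 37 °C, 5% CO2; ONE-Glo added, 30 min room temperature, then luminescence read.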
FLuc modulator = firefly luciferase modulation, counter-screen for miR-21 project; P08659; purified FLuc, Km substrates, luminescence inhibition; AID 588342; Potency, µM (top dose mostly 57.5 µM), inactives show at the top dose activity change, negative = inhibition, most hits filed as inhibitors; actives 6.9% (n = 360,000);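 note: potency is the fitted concentration of half-maximal effect; plate controls were vehicle for no effect and reference inhibitor for full effect; nearly all actives have a fitted effect of over 55% in size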
Target sequence (P08659 whole entry, looked up): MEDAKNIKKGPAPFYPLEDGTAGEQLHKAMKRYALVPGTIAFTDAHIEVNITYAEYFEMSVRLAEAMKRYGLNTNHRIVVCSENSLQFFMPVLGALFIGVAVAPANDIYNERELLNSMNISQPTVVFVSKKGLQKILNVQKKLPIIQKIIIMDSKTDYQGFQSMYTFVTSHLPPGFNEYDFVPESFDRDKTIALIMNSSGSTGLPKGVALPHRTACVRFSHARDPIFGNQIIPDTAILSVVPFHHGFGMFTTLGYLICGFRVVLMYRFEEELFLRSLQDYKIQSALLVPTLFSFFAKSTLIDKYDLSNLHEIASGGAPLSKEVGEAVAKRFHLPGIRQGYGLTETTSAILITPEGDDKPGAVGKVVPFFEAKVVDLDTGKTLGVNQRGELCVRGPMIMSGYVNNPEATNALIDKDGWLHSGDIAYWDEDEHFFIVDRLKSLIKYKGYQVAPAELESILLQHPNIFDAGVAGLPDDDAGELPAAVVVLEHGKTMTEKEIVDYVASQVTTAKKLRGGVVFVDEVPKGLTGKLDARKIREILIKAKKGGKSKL
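Purified P. pyralis luciferase, 10 nM final, with Km-level 10 uM D-luciferin and 10 uM ATP in 50 mM Tris acetate pH 7.5, 10 mM Mg acetate, 0.01% Tween-20, 0.05% BSA; 6-point qHTS titration about 60 µM downward; luminescence read.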
FBPA coupling cs = inhibits coupling enzyme system, counter-screen for aldolase hits. activity change, negative = inhibition, % at 58.2 µM, hits read low. coupling enzyme system counterscreen, AmpLite Red fluorescence. actives 0.67% (n = 290,000); in the data active = activity change below about -30%; note: % is set by controls: 0 for no effect and ±100 for the full control effect
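Compounds tested against the coupling enzymes alone at 57.5 uM final; readout was AmpLite Red fluorescence (525/598 nm) after 20 min at RT.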
NPC1 promoter act = NPC1 promoter activation; Huh7 NPC1 promoter luciferase reporter, 24 h; Potency, µM (titrated, usually from 9.22 µM), for the others: at the top dose activation, usual class: activators; actives 2.4% (n = 320,000);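 note: potency is the fitted concentration of half-maximal effect; % of control where 0% means no effect; nearly all actives have a fitted effect of over 60% in size; reporter is driven by a mutant NPC1 promoter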
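Luminescence from an NPC1 promoter-driven luciferase reporter in stably transfected Huh7 cells was measured after 24 h compound treatment at 37 °C, followed by 10 min ambient incubation with luciferase detection reagent.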
Giardia kill = Giardia lamblia killing | Giardia lamblia trophozoite viability | activity change, % at 7.66 µM, hits read low | actives 0.15% (n = 340,000) | AID 540267; in the data active = activity change below about -80%; inconclusive = between about -30% and that limit;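 note: parasites exposed to compound for two days anaerobically before the ATP read; % is set by controls: 0 for no effect and ±100 for the full control effect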
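Each well holds 100 Giardia trophozoites and compound. After two days (48 hrs) at 37 deg C in anaerobic conditions, ATP is quantified by luminescence.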
Tb PFK inh = inhibitors of T. brucei phosphofructokinase; O15648; T. brucei PFK, ADP-Glo luminescence; Potency, µM (doses to about 57.5 µM), inactives show at the highest dose activity, negative = inhibition, usual class: inhibitors; actives 0.17% (n = 330,000); AID 485367;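 note: potency is the fitted concentration of half-maximal effect; 0% = uninhibited 1x PFK enzyme wells and -100% = no-enzyme wells; nearly all actives have a fitted effect of over 60% in size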
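PFK 1.25 nM, F6P 0.5 mM, ATP 0.1 mM, 0.1 M TEA pH 8.0, 5 mM MgCl2, 0.01% Tween20, 0.1% BSA; 45 min RT. ADP-Glo readout. qHTS titration up to 57 uM; curves fitted, compounds curve-classed.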
KCNH2 3.1 block = blocks the human KCNH2 3.1 channel isoform; activity change, % (tested at about 1.8 µM); U2OS KCNH2 3.1, thallium flux FluxOr; hits give low values; AID 720553; actives 0.95% (n = 340,000);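 active = maximum activity change below -70%; inconclusive = maximum activity change from -70% to -50%; inactive = maximum activity change above -50%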;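 note: thallium influx rate constant from kinetic fluorescence after stimulation buffer; % is set by controls: 0 for no effect and ±100 for the full control effect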
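We transduce U2OS cells with the mutant 3.1 virus, culture them overnight, load FluxOr with Red40 quencher for 45 min, then add stimulation buffer and read kinetically for 2 min to derive a normalized rate constant.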
An asterisk follows results filed as active; ? = inconclusive; . = no result given; [ ] = dose if it differs, or a comment. Unless noted, calls come from the whole dose curve; as a rule, active = well fitted curve in the direction sought with a large enough effect; inconclusive = small, poorly fitted or top-dose-only effect, or another doubt; inactive = no such curve, though single readings can be large; an effect the other way counts as inactive or inconclusive. Outcome played no part in choosing rows; any-hit rate near 14%.

canonical_smiles	VP16 counter	uPA generation	Rab9 prom act	RORgamma inh	ELG1 genotox	FLuc modulator	FBPA coupling cs	NPC1 promoter act	Giardia kill	Tb PFK inh	KCNH2 3.1 block
O=[N+]([O-])c1cccc(CN2CCN(c3ncccn3)CC2)c1	0.5%	2.2%	-3.4%	28.2%	3.0%	-0.3%	-2.1	-3.0%	-6.0	-0.6%	-2.1
COc1cccc(CC2(CO)CCCN(Cc3nc(-c4cccs4)oc3C)C2)c1 (centres undefined)	-0.5%	15.5%	-10.5%	-32.9%	-2.4%	-1.8%	1.5	-1.4%	-4.8	-2.4%	-14.6
Nc1nc(SCC(=O)Nc2ccccc2Oc2ccccc2)n[nH]1	-9.9%	-1.3%	-4.5%	29.8%	-5.0%	0.8%	-0.8	-1.0%	1.3	1.9%	-3.0
CCN1CCN(C(=O)CCc2nnc3ccc(N4CCC5(CC4)OCCO5)nn23)CC1	-10.3%	-2.9%	-0.3%	-31.9%	0.2%	0.8%	-1.0	1.6%	-16.9	-0.9%	-5.5
CC1=NN(Cc2cc(C(C)(C)C)c(O)c(C(C)(C)C)c2)C(=O)C1	-23.4%	?	-2.6%	-39.3%	-4.5%	-5.0%	0.7	5.0%	-25.6	2.5%	0.1
Cc1ccc(C)c(S(=O)(=O)NCc2ccc(C(=O)N3CCCCC3C)cc2)c1 (centres undefined)	5.0%	.	0.0%	38.2%	-6.2%	-0.1%	-0.9	-0.2%	1.5	-0.6%	3.8
COc1cc(C(=O)NNC(=O)C2CCC2)cc(OC)c1OC	.	11.3%	8.7%	.	-0.8%	.	.	-0.4%	-25.8	-4.9%	0.8
O=c1[nH]c(SCc2n[nH]c(=S)n2-c2ccccc2)nc2sc3c(c12)CCC3	-14.7%	3.0%	-2.1%	-23.2%	7.2%	0.0%	6.3	1.7%	24.4	1.8%	-6.7
Cc1ccc(CSc2nnc(-c3ccc(NS(=O)(=O)c4ccccc4)cc3)o2)cc1	-14.0%	1.3%	2.5%	23.5%	-1.2%	-4.0%	2.4	-6.2%	4.0	0.3%	3.8
CC(C)(C)c1csc(NC2=NS(=O)(=O)c3ccccc32)n1	?	?	1.26µM*	?	?	1.51µM*	2.4	1.41µM*	?	0.0%	12.3
COc1cccc(NC(=O)C(C)OC(=O)CCCNC(=O)c2ccc(Cl)cc2)c1 (centres undefined)	?	2.7%	22.7%	-4.3%	3.8%	-10.9%	.	14.2%	-17.0	-18.4%	.
C=CCn1c(CC(=O)Nc2ccc(C)cc2C)nnc1SCC(=O)N1CCOCC1	7.4%	2.4%	10.3%	-16.1%	4.4%	0.5%	.	-0.8%	0.1	1.3%	.
O=C(CN1c2cccc3cccc(c23)S1(=O)=O)Nc1ccc(S(=O)(=O)N2CCOCC2)cc1	-14.2%	2.4%	-14.4%	9.8%	0.8%	3.9%	-26.9	-7.6%	-1.7	-7.2%	8.0
CCOc1cc(N2CCOCC2)c(OCC)cc1NC(=O)CSc1ccccc1C(=O)O	.	-12.0%	-5.3%	.	-2.9%	-0.7%	.	-2.9%	-3.4	-8.2%	-7.6
CSc1ccc(/C=N\NC(=O)CNc2ccc(C)cc2)cc1	-3.9%	6.2%	-0.4%	23.8%	-0.2%	?	-1.4	1.4%	0.6	2.1%	-28.9
Cc1ccc(C(=O)NC(c2ccccc2)C(Cl)Cl)cc1 (centres undefined)	-2.0%	3.9%	-1.4%	?	-0.1%	21.3µM*	-0.9	0.1%	17.4	-4.1%	-0.8
O=C(NC1CCSc2ccccc21)c1cc(S(=O)(=O)N2CCOCC2)ccc1Cl (centres undefined)	.	-4.9%	-0.3%	.	4.9%	-8.2%	.	-3.5%	4.7	0.1%	2.0
Cc1nn(Cc2noc(C(=O)NCCCn3ccnc3)n2)c(C)c1Br	-3.2%	0.8%	-10.1%	4.3%	1.5%	-1.1%	0.7	1.0%	19.1	-0.9%	4.5
Cc1c(C(=O)NN)nn(-c2ccc(F)cc2)c(=O)c1C#N	-3.4%	5.2%	-0.4%	-6.4%	-0.7%	0.4%	-5.1	11.7%	-27.6	-23.5%	-19.5
Cc1nc(CN(C)C(=O)CC2C(=O)NCCN2Cc2ccc(-c3ccccc3)cc2)cs1 (centres undefined)	-6.3%	-10.1%	9.5%	-15.2%	0.2%	-6.3%	.	18.9%	-24.3	0.4%	-0.2
COc1ccc2nc(C)c3cc(C)oc3c2c1	0.7%	-6.6%	-13.8%	-25.0%	-3.8%	-1.8%	0.3	-2.7%	-1.7	1.6%	0.4
O=C(Nc1ccc(N2CCN(C(=O)c3cccs3)CC2)c(Cl)c1)c1ccco1	-1.9%	.	-4.3%	?	-8.4%	?	-0.3	-4.0%	0.4	5.8%	-33.4
CCN(CC)S(=O)(=O)c1ccc2c(c1)C(=NO)c1cc(S(=O)(=O)N(CC)CC)ccc1-2	?	-13.1%	-2.2%	16.2%	-2.2%	0.8%	-1.8	-10.4%	19.2	-2.2%	-29.9
N=C(N)c1ccc(Cl)cc1	0.1%	5.5%	-5.8%	1.2%	-3.7%	-1.5%	1.9	-3.0%	-14.9	0.3%	-6.1
COc1ccc(CN(C)S(=O)(=O)c2nnc(NC(=O)c3ccccc3Br)s2)cc1	0.7%	-0.1%	5.6%	-8.7%	0.2%	1.1%	-3.5	-1.3%	-21.1	2.1%	-1.8
Cc1cccc(C#N)c1NC1=CC(=O)CC(C)(C)C1	?	-4.2%	5.4%	25.1%	0.1%	4.8%	-9.5	-17.5%	-6.6	-9.8%	4.5
CCN(C(=O)c1cnc2scc(C)n2c1=O)c1ccccc1C	10.1%	3.8%	-5.5%	-11.4%	9.9%	2.9%	2.1	-0.6%	?	-4.3%	2.1
CC1CCN(C(=O)C2CCN(S(=O)(=O)c3cccs3)CC2)CC1	1.3%	9.0%	19.8%	-11.3%	22.4%	-5.5%	1.5	12.2%	-18.6	-1.3%	-5.5
O=C1c2cccnc2C(=O)N1c1cccc([N+](=O)[O-])c1	-12.0%	3.2%	-0.7%	0.8%	-0.3%	-1.0%	-1.6	-2.9%	35.3[activator]	-15.8%	-9.1
CCn1c(O)c(N=NC(=S)NCC2CCCO2)c2ccccc21 (centres undefined)	1.78µM*	?	5.5%	0.282µM*	-1.8%	1.5%	-8.4	-5.5%	-23.0	1.9%	-4.4
O=C(N/N=C/c1ccc2c(c1)OCO2)C(=O)N1CCCC1	?	4.2%	2.82µM*	-1.0%	?	15.1µM*	-0.9	26.8%	-1.8	-1.0%	-5.8
Cc1ccc2nc(N(CCCN(C)C)C(=O)c3ccc(S(=O)(=O)N4CCc5ccccc5C4)cc3)sc2c1	12.6µM*	-11.0%	-1.3%	10µM*	?	1.1%	0.7	-16.3%	-4.0	-1.4%	-3.7
N#Cc1cccc(S(=O)(=O)NCc2nnc3ccccn23)c1	.	11.8%	-5.9%	.	0.0%	-2.1%	.	0.4%	11.9	4.0%	-14.3
COCCOn1c(SCCOC)nc2ccccc2c1=O	-0.7%	-2.1%	1.1%	1.5%	0.1%	0.2%	0.2	1.6%	8.5	-4.3%	-0.8
CCOC(=O)Cn1nc(Cc2ccccc2)c2ccccc2c1=O	-0.1%	-1.1%	-5.9%	-2.7%	-3.3%	-3.0%	-6.4	1.2%	-11.8	-8.1%	0.9
O=C(O)c1cnn2c(C(F)(F)F)cc(-c3ccco3)nc12	-5.5%	-5.8%	1.9%	14.9%	-0.3%	0.7%	1.7	-1.6%	-14.4	-0.3%	5.2
O=C(CNc1cccc(C(F)(F)F)c1)Nc1cccc(S(=O)(=O)N2CCCC2)c1	.	?	-7.9%	.	-4.4%	-2.1%	.	-1.8%	18.9	-1.2%	2.4
Cc1cccc(NC(=O)c2ccc(S(=O)(=O)N(C)C)cc2)n1	-4.5%	-3.8%	18.3%	?	?	-11.2%	1.9	22.4%	-15.9	2.1%	-1.0

Screening results deposited in PubChem by National Center for Advancing Translational Sciences (NCATS).
